# Mito fusion yeast = qHTS Assay for Small Molecule Inhibitors of Mitochondrial Division or Activators of Mitochondrial Fusion | S. cerevisiae fusion-defective mutant growth rescue, CellTiterGlo 48 h | Potency, µM (highest dose often 46.1 µM), without a hit: top-dose growth rescue (activation), usual class: activators | actives 0.23% (n = 320,000);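 note: potency is the fitted concentration of half-maximal effect; % of control where 0% means no effect; nearly all actives have a fitted effect of over 45% in size; temperature-sensitive fusion mutants such as fzo1-1 at 37 °C on non-fermentable ethanol glycerol medium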
#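 Compounds are tested for their ability to restore growth of mitochondrial fusion-defective yeast strains at non-permissive 37C in YPEG medium over 48 hours. Viability is quantified by luciferase luminescence.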
# GALK inhibitor = qHTS Assay for Inhibitors of Human Galactokinase (GALK). actives 0.007% (n = 270,000). P51570. Purified GALK, Kinase-Glo residual ATP luminescence. Potency, µM (highest dose often 57.5 µM), for the others: at the highest dose activity change, negative = inhibition, usual class: inhibitors; note: potency is the fitted concentration of half-maximal effect; % is set by controls: 0 for no effect and ±100 for the full control effect
#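 Galactose (100 uM) and ATP (35 uM) were turned over by 5 nM GALK for 1 h at RT. Kinase-Glo Plus then converted the remaining ATP into a luminescent signal.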
# Chronic BCR inh = qHTS Assay to Find Inhibitors of Chronic Active B-Cell Receptor Signaling. actives 0.05% (n = 340,000). ABC-DLBCL IkBa-CBG/CBR reporter, luminescence ratio, 4 h. Potency, µM (series often up to 46.1 µM), for inactives: top-dose ratio change, negative = lower green/red ratio, hits mostly inhibitors; active = well fitted inhibition curve with a large enough effect in the signal ratio, with a control signal flat, not every such curve was filed as active; inconclusive = small, poorly fitted or top-dose-only effect, or effect the other way, or a change in a side signal; the % refers to the signal ratio;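 note: potency is the fitted concentration of half-maximal effect; plate controls were basal doxycycline-induced cells for no effect and cells given 10 µM MG132 for full effect; MG132 reads +100%, hits lower the ratio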
#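 TMD8 human ABC-DLBCL cells with doxycycline-inducible IκBα–green luciferase fusion and unfused red luciferase, in 0.5% FBS medium; compounds up to 46 uM, 4 h at 37C. Green/red luminescence ratio, filter-overlap corrected, fitted to concentration-response curves.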
# KCNH2 WT inh = qHTS for Inhibitors of KCHN2 3.1: Wildtype qHTS | Voltage-gated inwardly rectifying potassium channel KCNH2 (Homo sapiens), Q12809 | U2OS, BacMam KCNH2, thallium flux FluxOr; stronger effect = lower value | activity change, % at 1.84 µM | actives 0.37% (n = 340,000) | AID 720551, 2013;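 active = maximum activity change below -70%; inconclusive = maximum activity change between -70% and -50%; inactive = maximum activity change above -50%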; note: % is set by controls: 0 for no effect and ±100 for the full control effect
#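 U2OS cells transduced with wild-type KCNH2 virus are loaded with FluxOr dye for 45 min, and thallium flux is measured in kinetic reads before and after stimulation buffer. Rate constants are normalized to DMSO controls.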
# Eya2 inh = qHTS Assay for Inhibitors of the Phosphatase Activity of Eya2 | Potency, µM (top dose mostly 76.9 µM), for the others: top-dose activity, negative = inhibition, most hits filed as inhibitors | Protein phosphatase EYA2 (Homo sapiens), O00167 | recombinant Eya2, OMFP fluorescence dephosphorylation (OMFP is methylfluorescein phosphate) | actives 0.006% (n = 330,000); note: potency is the fitted concentration of half-maximal effect; % is set by controls: 0 for no effect and ±100 for the full control effect
# Target sequence (O00167 whole entry, looked up): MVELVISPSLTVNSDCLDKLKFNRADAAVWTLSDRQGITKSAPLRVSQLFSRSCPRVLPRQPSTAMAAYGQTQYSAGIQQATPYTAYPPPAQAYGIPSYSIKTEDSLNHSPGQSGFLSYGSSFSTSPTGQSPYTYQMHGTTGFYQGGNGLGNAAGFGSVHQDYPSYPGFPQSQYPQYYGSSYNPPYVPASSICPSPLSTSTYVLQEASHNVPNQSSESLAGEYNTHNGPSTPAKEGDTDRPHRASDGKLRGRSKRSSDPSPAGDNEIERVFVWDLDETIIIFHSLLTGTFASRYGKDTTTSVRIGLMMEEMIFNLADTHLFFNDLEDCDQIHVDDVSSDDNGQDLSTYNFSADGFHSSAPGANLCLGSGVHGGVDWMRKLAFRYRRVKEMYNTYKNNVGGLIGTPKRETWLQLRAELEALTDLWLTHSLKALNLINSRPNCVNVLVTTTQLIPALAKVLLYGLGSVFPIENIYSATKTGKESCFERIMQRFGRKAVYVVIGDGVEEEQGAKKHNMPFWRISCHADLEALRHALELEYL
#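 Eya2 protein (added as 0.2 uM solution) was preincubated with compound for 10 min at ambient temperature in 50 mM HEPES pH 7.5, 50 mM NaCl, 5 uM MgCl2, 0.05% BSA, 1 mM DTT. OMFP (added at 50 uM) then reacted 10 min; fluorescence read at 485/525 nm.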
# S-ASM inh = Inhibitors of Secretory Acid Sphingomyelinase (S-ASM): qHTS; placental ASM, HMU-PC fluorogenic substrate, 60 min; actives 0.006% (n = 340,000); Sphingomyelin phosphodiesterase (Homo sapiens), P17405; Potency, µM (top dose mostly 57.5 µM), for the others: at the highest dose activity change, negative = inhibition, usual class: inhibitors; note: potency is the fitted concentration of half-maximal effect
#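 HMU-PC0 cleavage (9 uM final) by human placental ASM, 60 min at 37 °C following 10 min compound exposure at RT; stopped at pH 10, fluorescence Ex 386/Em 447 nm.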
# Menin MLL FP TR = qHTS Assay for Inhibitors Targeting the Menin-MLL Interaction in MLL Related Leukemias: Competition With Texas Red Labeled MLL-derived Mutant Peptide; Menin + Texas Red MLL mutant peptide, fluorescence polarization; Potency, µM (highest dose often 61.6 µM), for inactives: at the highest dose FP activity change, negative = inhibition, most hits filed as inhibitors; actives 0.23% (n = 270,000); AID 1768, 2009; active = well fitted inhibition curve with a large enough effect in the polarisation, with a control signal flat, not every such curve was filed as active; inconclusive = small, poorly fitted or top-dose-only effect, or effect the other way, or a change in a side signal; inactive = no such curve, though single readings can be large or run the other way; the % refers to the polarisation; note: potency is the fitted concentration of half-maximal effect; % of control where 0% means no effect; many of its hits are not listed in these tables
# MBNL1-CUG inh = qHTS Assay for Inhibitors of MBNL1-poly(CUG) RNA binding | Muscleblind-like protein 1 (Homo sapiens), Q9NR56 | TR-FRET MBNL1-His/biotin-(CUG)12 binding, 665/545 ratio | Potency, µM (series often up to 57.5 µM), for the others: at the top dose activity change, negative = inhibition, most hits filed as inhibitors | actives 0.036% (n = 280,000) | AID 2675, 2010; active = well fitted inhibition curve with a large enough effect in the signal ratio, with a control signal flat, not every such curve was filed as active; inconclusive = small, poorly fitted or top-dose-only effect, or effect the other way, or a change in a side signal; inactive = no such curve, though single readings can be large or run the other way; the % refers to the signal ratio; note: potency is the fitted concentration of half-maximal effect; % is set by controls: 0 for no effect and ±100 for the full control effect
# Target sequence (Q9NR56 whole entry, looked up): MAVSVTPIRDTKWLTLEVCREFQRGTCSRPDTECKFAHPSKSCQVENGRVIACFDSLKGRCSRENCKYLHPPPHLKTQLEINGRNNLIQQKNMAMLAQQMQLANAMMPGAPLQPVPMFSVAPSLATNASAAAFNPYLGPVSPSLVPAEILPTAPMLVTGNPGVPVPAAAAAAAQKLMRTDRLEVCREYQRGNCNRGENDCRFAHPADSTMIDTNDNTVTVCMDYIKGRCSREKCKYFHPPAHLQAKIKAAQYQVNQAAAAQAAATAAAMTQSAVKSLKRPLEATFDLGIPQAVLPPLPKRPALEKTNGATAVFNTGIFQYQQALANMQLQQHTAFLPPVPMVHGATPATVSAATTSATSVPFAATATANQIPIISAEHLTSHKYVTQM
#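 Ratiometric TR-FRET (665 over 545 nm, excitation 340 nm) tracks disruption of MBNL1-His/biotin-(CUG)12 complex after 60 min at room temperature, with compounds at 92 nM to 58 uM final.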
# PKM2 activator = qHTS Assay for Activators of Human Muscle isoform 2 Pyruvate Kinase. Pyruvate kinase PKM (Homo sapiens), P14618. purified PKM2, Kinase-Glo ATP luminescence, activation; response scale: 0% is enzyme alone, no compound. Potency, µM (doses to about 57.5 µM), inactives show at the top dose activation, most hits filed as activators. actives 0.34% (n = 260,000). AID 1631, 2009; note: potency is the fitted concentration of half-maximal effect; % is set by controls: 0 for no effect and ±100 for the full control effect; nearly all actives have a fitted effect of over 55% in size
#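 ATP formation by purified human PK-M2, quantified via coupled luciferase luminescence after 1 h at room temperature with 0.1 mM ADP and 0.5 mM PEP final.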
# TSHR antag = Antagonists of the Thyroid Stimulating Hormone Receptor: HTS campaign; Thyrotropin receptor (Homo sapiens), P16473; TSHR-expressing cells, TSH-stimulated cAMP HTRF, 2 h; stronger effect = lower value; activity change, negative = inhibition, % at 11.5 µM; actives 0.2% (n = 330,000);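 active = activity change below a set negative limit, meaning inhibition stronger than a set level, cut at about -70% in these data; inconclusive = activity change between two set negative limits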; note: % is set by controls: 0 for no effect and ±100 for the full control effect
#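 TSHR-expressing cells, 200/well, pre-treated with compound, then stimulated with EC80 TSH (4nM final) for 2 hours at 37 deg C. cAMP measured by competitive HTRF: anti-cAMP cryptate antibody in lysis buffer plus cAMP-d2, read after 30 minutes at room temperature.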
# USP2a block = qHTS Assay for Inhibitors of Ubiquitin-specific Protease USP2a Using CHOP2 as the Reporter; Ubiquitin carboxyl-terminal hydrolase 2 (Homo sapiens), O75604; USP2 core, Ub-CHOP2 coupled fluorogenic reporter, 485/531; Potency, µM (top dose mostly 38.3 µM), without a hit: at the highest dose activity change, negative = inhibition, actives largely listed as inhibitors; actives 0.01% (n = 330,000);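 note: potency is the fitted concentration of half-maximal effect; plate controls were DMSO wells for no effect and full inhibition by NEM control for full effect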
#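 Deubiquitinase activity read as fluorescence (485/531 nm) after Ub-CHOP2 cleavage activates the enterokinase reporter on its substrate; USP2 core 10nM, Ub-CHOP2 and substrate 25nM each, 30min compound preincubation then 60min RT; data normalized to NEM, curves fitted.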
# The depositor's hits bear a star; i = inactive; ? = inconclusive; . = not tested or not shown; [ ] = dose if it differs, or a comment. Unless noted, calls come from the whole dose curve; as a rule, active = well fitted curve in the direction sought with a large enough effect; inconclusive = small, poorly fitted or top-dose-only effect, or another doubt; inactive = no such curve, though single readings can be large; an effect the other way counts as inactive or inconclusive.
# The opening eight records, ahead of the listing:
SMILES,Mito fusion yeast,GALK inhibitor,Chronic BCR inh,KCNH2 WT inh,Eya2 inh,S-ASM inh,Menin MLL FP TR,MBNL1-CUG inh,PKM2 activator,TSHR antag,USP2a block
Cc1cc(C)c(S(=O)(=O)NC2CC3CCC2C3)c(C)c1 (stereo not drawn),-1.0%,-3.4%,7.3%,-2.5,-1.5%,-4.1%,5.5%,8.2%,0.5%,1.2,4.1%
COCCC(=O)NNS(=O)(=O)c1ccc(Cl)cc1,-16.0%,2.2%,-1.4%,4.3,1.4%,14.9%,-7.5%,-14.4%,-0.7%,23.0,2.1%
CCOC(=O)C1=C(C)NC(=S)N(C=O)C1c1ccccc1 (stereo not drawn),-11.2%,0.7%,3.5%,-7.2,2.6%,-1.7%,18.5%,1.4%,3.0%,25.7,-0.3%
Nc1cc(=O)[nH]c(SCC(=O)Nc2ccc(Cl)c(Cl)c2)n1,-2.1%,-5.0%,?,2.9,-0.4%,-0.4%,.,-3.3%,-4.6%,3.7,1.7%
COc1ccc(C(=O)NC(C(=O)NCCc2ccc3c(c2)OCCO3)C(C)C)cc1 (stereo not drawn),4.8%,1.0%,-14.2%,3.1,16.7%,-2.8%,-15.7%,-6.8%,3.2%,2.1,1.5%
CC(C)C(=O)N(Cc1cc2ccccc2[nH]c1=O)C(C)C,-5.3%,0.4%,-3.6%,-11.5,-4.5%,3.6%,-1.8%,-2.7%,-0.7%,3.6,0.1%
Cc1c(NC(N)=O)c(=O)n(-c2ccccc2)n1C,0.6%,5.4%,5.2%,i,-5.1%,3.9%,11.9%,-4.2%,-17.7%,12.1,2.5%
CC12COC3(C(=O)Nc4cccnc4)CC1CCC32C (stereo not drawn),-3.9%,2.6%,0.8%,-17.5,-10.0%,2.9%,9.6%,3.5%,0.7%,-11.4,4.1%

# Main list, from the start:
SMILES,Mito fusion yeast,GALK inhibitor,Chronic BCR inh,KCNH2 WT inh,Eya2 inh,S-ASM inh,Menin MLL FP TR,MBNL1-CUG inh,PKM2 activator,TSHR antag,USP2a block
Cc1cc(C)c(S(=O)(=O)NC2CC3CCC2C3)c(C)c1 (stereo not drawn),-1.0%,-3.4%,7.3%,-2.5,-1.5%,-4.1%,5.5%,8.2%,0.5%,1.2,4.1%
COCCC(=O)NNS(=O)(=O)c1ccc(Cl)cc1,-16.0%,2.2%,-1.4%,4.3,1.4%,14.9%,-7.5%,-14.4%,-0.7%,23.0,2.1%
CCOC(=O)C1=C(C)NC(=S)N(C=O)C1c1ccccc1 (stereo not drawn),-11.2%,0.7%,3.5%,-7.2,2.6%,-1.7%,18.5%,1.4%,3.0%,25.7,-0.3%
Nc1cc(=O)[nH]c(SCC(=O)Nc2ccc(Cl)c(Cl)c2)n1,-2.1%,-5.0%,?,2.9,-0.4%,-0.4%,.,-3.3%,-4.6%,3.7,1.7%
COc1ccc(C(=O)NC(C(=O)NCCc2ccc3c(c2)OCCO3)C(C)C)cc1 (stereo not drawn),4.8%,1.0%,-14.2%,3.1,16.7%,-2.8%,-15.7%,-6.8%,3.2%,2.1,1.5%
CC(C)C(=O)N(Cc1cc2ccccc2[nH]c1=O)C(C)C,-5.3%,0.4%,-3.6%,-11.5,-4.5%,3.6%,-1.8%,-2.7%,-0.7%,3.6,0.1%
Cc1c(NC(N)=O)c(=O)n(-c2ccccc2)n1C,0.6%,5.4%,5.2%,i,-5.1%,3.9%,11.9%,-4.2%,-17.7%,12.1,2.5%
CC12COC3(C(=O)Nc4cccnc4)CC1CCC32C (stereo not drawn),-3.9%,2.6%,0.8%,-17.5,-10.0%,2.9%,9.6%,3.5%,0.7%,-11.4,4.1%
CCOC(=O)C1(Cc2ccccc2C(F)(F)F)CCN(CC2CC2)CC1,-15.1%,-1.2%,-15.2%,7.5,-3.3%,0.2%,-18.0%,-18.3%,6.0%,-5.2,4.9%
Cc1ccc2cccc(OCc3ccc(Br)cc3)c2n1,-6.7%,.,-12.2%,-7.6,-1.0%,-3.5%,?,-0.5%,.,-7.1,-5.2%
Cn1c(=O)c2c(nc(SCCN3CCOCC3)n2Cc2ccccc2)n(C)c1=O,0.6%,1.9%,?,-2.6,3.7%,8.5%,-4.4%,-27.1%,2.9%,17.3,0.4%
O=C(O)C1CCN(S(=O)(=O)c2ccc(N3CCOCC3)c([N+](=O)[O-])c2)CC1,4.2%,-2.4%,0.4%,0.8,9.2%,4.2%,11.2%,24.9%,-1.7%,-0.4,2.6%
CC(C)(CNC(=O)c1cccs1)CNC(=O)c1cccs1,11.0%,8.3%,?,-1.2,15.6%,-1.4%,10.4%,-12.0%,2.2%,-6.5,-0.1%
O=C(COc1cccc2ccccc12)NCc1cccnc1,0.2%,-6.9%,-12.4%,-5.6,-5.3%,-0.1%,2.4%,-3.0%,-0.6%,-7.9,3.7%
CSc1ccc(CCNC(=O)CCc2nnc3ccc(N4CCC5(CC4)OCCO5)nn23)cc1,-17.5%,8.2%,-5.4%,-8.6,-10.1%,5.4%,-19.6%,4.0%,1.6%,24.8,0.0%
CC1CN(Cc2ccccc2)C(C)CC1O (stereo not drawn),1.2%,3.7%,-0.9%,8.6,1.0%,4.5%,0.4%,-4.4%,0.7%,15.5,1.8%
O=C1COc2ccc(OCc3ccc(F)cc3)cc21,-5.7%,1.1%,?,-1.4,-9.0%,-4.2%,41.5%[activator],-6.0%,?,-10.0,-1.0%
Cc1ccc(S(=O)(=O)NCC(=O)OCC(=O)Nc2cccc(S(=O)(=O)N3CCOCC3)c2)cc1,.,.,0.2%,2.8,-28.9%,4.5%,.,.,.,1.4,3.2%
CCNC(=O)CCC(=O)Nc1cc(Cl)ccc1C,-2.6%,5.7%,6.9%,-1.6,33.8%,3.4%,-2.6%,-3.1%,-6.5%,-3.5,3.2%
O=S1(=O)CCOCCN1Cc1ccc(Cl)cc1Cl,-9.2%,.,-14.7%,.,-1.0%,.,-1.4%,-0.3%,-3.5%,-0.8,-1.4%
C[n+]1cccc2ccc3c(c21)OC(N)=C(C#N)C3c1ccccc1 (stereo not drawn),-4.2%,.,1.0%,9.4,-9.4%,-2.5%,.,?,17.8%,5.0,-0.1%
Cc1cc(C)nc(-n2ncc3c2CC(c2ccc(C(C)C)cc2)CC3=O)n1 (stereo not drawn),?,-1.2%,0.2%,20.1,-9.1%,-22.9%,-0.2%,.,-9.0%,13.9,-0.9%

# Screening results: PubChem, National Center for Advancing Translational Sciences (NCATS)

# These rows are one share of the data; count on the stated rates, not on these rows.
